From PubChem
APP 5'UTR act: activators of APP 5'UTR luciferase reporter, primary screen, SH-SY5Y cells | SH-SY5Y APP 5'UTR luciferase reporter, luminescence; zero percent = DMSO vehicle wells | 190,000 tested, 1% active | activation, % at 2 µM;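 active = activation above a set limit, based on mean plus 3 SD of controls, cut at about 140% in these data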; also: values of inactives mirror those of a sister screen read the other way
NF-kB neuron act: activators of NF-kB expression in neurons, primary screen, cell-based, HTS; fold change at 12.5 µM; human neuronal cells, NF-kB reporter expression; active compounds read high; 190,000 tested, 1.6% active; in the data active = fold change above about 3.3
The depositor's hits bear a star; · = no result given. The list is partial, so the mix of outcomes need not match the whole.

NF-kB neuron act,APP 5'UTR act,Compound
·,-12,COc1ccc2nc(SCC(=O)N3CCN(c4ccccc4F)CC3)c(C#N)cc2c1
·,200*,Cn1cc(/C=C/C(=O)c2ccccc2)c2ccccc21
·,-2,Cn1c(=O)c2c(nc(OC/C=C/c3ccccc3)n2C)n(C)c1=O
·,17,COc1ccc(CNc2nc3nc(C)c(Cl)c(C)n3n2)cc1OC
·,-9,CCOC(=O)C(CC)(CC)C(=O)/C=C/c1cccc(Br)c1
·,9,Cc1c(C(=O)N2CCN(c3ccccc3)CC2)sc2ncnc(N3CCN(c4ccccc4)CC3)c12
·,2,O=C(c1cccc2ccccc12)n1nnc2ccccc21
·,11,Cc1cc(C)c2c(n1)nn1c(NCCCN3CCOCC3)cc(C)nc21
·,0,CC(C)(C)NS(=O)(=O)c1cccc2nsnc12
·,28,Clc1cc(Cl)c2nc(N3CCCC3)sc2c1
·,-2,CN(C)c1ccc(CNC23CC4CC(CC(C4)C2)C3)cc1
·,-23,CCCOC(=O)c1cc(-c2ccc(/C=C3/C(=O)N(C)C(=O)C(C#N)=C3C)o2)ccc1Cl
·,-3,COC(=O)c1ccc(CSc2nc(-c3ccc(OC)cc3)nc3c2c(=O)n(C)c(=O)n3C)o1
·,0,COc1ccc(C(C(=O)NC2CCCCC2)N(Cc2ccco2)C(=O)CNC(=O)c2ccco2)cc1 (stereo not drawn)
·,-9,CCOCCCNC(=O)C1CCN(S(=O)(=O)c2c(C)noc2/C=C\c2ccc(OC)cc2)CC1
·,1,Cn1c(N)c(C#N)c(C#N)c1-c1ccccc1
·,4,COc1ccc(-c2coc3c(CN4CCOCC4)c(O)ccc3c2=O)cc1
·,-8,Cc1cc(-c2ccccc2)nc(N2CCC(C(=O)NCC3CCCCC3)CC2)n1
·,6,O=c1c2ccccc2nc(-c2ccc(Cl)cc2)n1C1CCS(=O)(=O)C1 (stereo not drawn)
·,44,COc1ccccc1/C=C/C(=O)c1cc(Br)ccc1OC(=O)c1ccco1

More results
NF-kB neuron act,APP 5'UTR act,Compound
·,25,Cn1c(=O)c2c(nc(CN3CCOCC3)n2CC(=O)c2ccccc2)n(C)c1=O
·,-3,Cc1cc(OC(C(=O)O)c2ccccc2)c2c(C)c(Cc3ccccc3)c(=O)oc2c1 (stereo not drawn)
·,-1,CCOC(=O)/C(C#N)=C\c1ccc2c(c1)OCO2
·,7,Cc1ccc(C)c(Oc2coc3cc(OC(=O)c4cccs4)ccc3c2=O)c1
·,-4,CC(=O)c1cc2c(=O)c3ccccc3oc2nc1C
·,9,O=C(c1ccco1)N1CCN(Cc2ccccc2C(F)(F)F)CC1
·,6,CCCc1cc(=O)oc2c(C)c(OS(C)(=O)=O)ccc12
·,15,NC(=O)c1ccsc1NC(=O)c1cccs1
·,-5,CCOC(=O)c1cc2c(=O)n3cccc(C)c3nc2n(Cc2cccnc2)c1=N
·,3,O=C(O)CN1CCN(Cc2ccccc2Cl)C1=O
·,13,CCOC(=O)C1=NN(c2ccccc2)C2=NC(C)=C(C(=O)OC)C(c3cccs3)N12 (stereo not drawn)
·,-15,CCN(Cc1nc2ccccc2c(=O)[nH]1)Cc1cc(=O)oc2cc(C)c(C)cc12
·,-7,Cc1ccc(C)c2[nH]c(=O)c(CCNC(=O)c3ccc(Br)o3)cc12
·,-15,Cc1nn2c(-c3cccc(NC(=O)CN4CCOCC4)c3)nnc2c2ccccc12
·,1,CCc1nnc(NC(=O)CSc2nnc(CSc3nc(C)cc(C)n3)n2CC)s1
·,-6,Cc1cc(C)nc(-n2nc(C)cc2NC(=O)c2ccc(Br)o2)n1
·,-2,Cc1ccc(Cc2c(C)nc3c(C(=O)O)cnn3c2C)cc1
·,-5,c1nc(N2CCOCC2)c2sc3nc(N4CCOCC4)c4c(c3c2n1)CCCC4
·,-4,COC(=O)c1ccc(C(=O)OC)c(NC(=O)CSc2nnc(-c3ccccc3Cl)o2)c1
·,-6,CCCCCCNC(=O)c1c(N)n(/N=C/c2ccco2)c2nc3ccccc3nc12

(cont.)
NF-kB neuron act,APP 5'UTR act,Compound
·,5,COc1cc(NC(=S)NN2CCOCC2)cc(OC)c1
·,3,O=C(NCc1ccco1)C1Cc2ccccc2CN1S(=O)(=O)c1ccccc1F (stereo not drawn)
·,16,COc1c(F)c(F)c(-c2csc(N)n2)c(F)c1F
·,-21,O=C(c1ccco1)N1CCN(C(=O)c2ccc(COc3ccc(Cl)cc3Cl)o2)CC1
·,3,Cc1c(N2C(=O)/C(=C/c3cccc4ccccc34)SC2=S)c(=O)n(-c2ccccc2)n1C
·,16,Cc1ccc(SCC(=O)Nc2cccnc2)cc1
·,-6,Cc1ccnc(SCCn2c(N3CCC(C)CC3)nc3c2c(=O)n(C)c(=O)n3C)n1
·,9,Cc1cccc(CN2CCN(c3ccccn3)CC2)c1
·,4,CCCCOCCCNC(=O)/C=C/c1ccccc1Cl
0.33,20,c1ccc2c(c1)[nH]c1c(N3CCSCC3)ncnc12
0.9,-13,O=S(=O)(NCC(c1cccnc1)N1CCN(c2ccc(F)cc2)CC1)c1cc(F)ccc1F (stereo not drawn)
1.2,-9,COc1ccc(N(CC(=O)NCC2CCCO2)C(=O)CCC(=O)Nc2nccs2)cc1 (stereo not drawn)
1,9,C=CCn1c(SCC(=O)Nc2sccc2C(N)=O)nc2sc(C)c(C)c2c1=O
1,14,CSCCC(NS(=O)(=O)/C=C/c1ccccc1)C(=O)N1CCC(C)CC1 (stereo not drawn)
1.2,13,Cc1ccc(CN(N=Nc2nonc2N)c2nonc2N)c(C)c1
1.6,11,Cc1occc1-c1nnc(SCc2nnc(-c3ccc(Cl)cc3)o2)n1C
1,-26,CCOc1ccc2nc(NCCCNS(=O)(=O)c3ccc(F)cc3)c(C#N)cc2c1
1,9,CCOCCCn1c(=N)c(C(=O)NCCN2CCOCC2)cc2c(=O)n3cccc(C)c3nc21
0.96,4,CC(NS(=O)(=O)c1ccccc1)C(=O)Nc1nccs1 (stereo not drawn)
1.1,-27,O=C(C(c1ccccc1)c1ccccc1)N1CCC(c2nc(-c3ccccc3Cl)no2)CC1

The listing continues.
NF-kB neuron act,APP 5'UTR act,Compound
1.6,0,Cc1ccc(N2CC(C(=O)Nc3ccc(N(C)C)cc3)CC2=O)cc1C (stereo not drawn)
1,8,Cc1cccc(C)c1NC(=O)CCCSc1nnc(-c2ccco2)o1
0.99,-5,Cn1c2c(c(=O)n(C)c1=O)C(c1ccccc1OC(F)F)C1=C(CCCC1=O)N2 (stereo not drawn)
1.3,4,CCOC(=O)Nc1cccc(OCC(=O)Nc2ccccc2OC)c1
1.3,-4,CCC(C)N1CCN(C(=O)c2cccs2)CC1 (stereo not drawn)
1.2,-2,CN1CCc2nc(SCC(=O)Nc3ccc(Cl)cc3)c(C#N)cc2C1
1.1,-28,Nc1nnc(SCC(=O)N2CCN(c3cccc(Cl)c3)CC2)n1-c1ccccc1
1,11,COc1ccccc1C1NC(=O)NC(C)=C1C(C)=O (stereo not drawn)
1.1,-10,O=C(O)COc1ccc(NC(=O)c2cccs2)cc1
1.3,5,COc1ccc(C2NC(C(=O)O)CS2)cc1COCC(F)(F)F (stereo not drawn)
1.1,13,Cn1c(CSc2nc3ccccc3s2)nnc1SCC(=O)NCc1cccnc1
1.5,5,CC(C)Nc1nc(NC(C)C)nc(Oc2ccc(/C=N/O)cc2)n1
1.1,6,COC(=O)c1cn(C)c2ccc(S(=O)(=O)N3CCCC3)cc2c1=O
1.5,-10,COc1ccccc1OCCSc1nnnn1C1CCCCC1
0.57,0,CCCN(CCC)c1nc2ccccc2nc1C(C#N)C(=O)OC(C)COC (stereo not drawn)
1.2,-5,COc1ccc(Cn2c(=O)[nH]c3cc(C(=O)NCc4ccc5c(c4)OCO5)ccc3c2=O)cc1
2.4,157*,COc1ccc(-c2nnc(N(C)C(=O)C3CCOC3)s2)cc1 (stereo not drawn)
1.4,0,CCOc1c(Cl)cc(CNCC(C)C)cc1Cl
0.89,-3,O=S(=O)(c1ccc(Oc2ccc(Br)cc2F)nc1)N1CCCCC1
0.84,-2,COCCCNC(=O)C(C#N)c1nc2ccccc2nc1N1CCCC1 (stereo not drawn)

Some of these compounds in order of their number in NF-kB neuron act, high to low:
| Structure | NF-kB neuron act | APP 5'UTR act |
| --- | --- | --- |
| COc1ccc(Cn2c(=O)[nH]c3cc(C(=O)NCc4ccc5c(c4)OCO5)ccc3c2=O)cc1 | 1.2 | -5 |
| Nc1nnc(SCC(=O)N2CCN(c3cccc(Cl)c3)CC2)n1-c1ccccc1 | 1.1 | -28 |
| Cc1cccc(C)c1NC(=O)CCCSc1nnc(-c2ccco2)o1 | 1 | 8 |

New compounds follow
NF-kB neuron act,APP 5'UTR act,Compound
0.87,2,CCOC(=O)CCSCC(=O)Nc1cc(C)on1
1.1,-3,Cc1cc(C(F)F)n2nc(C(=O)Nc3ccc(S(=O)(=O)N4CCCCCC4)cc3)nc2n1
1.3,-10,CC(C)(C)c1cc(NC(=O)CCSc2nnc3ccccn23)cc(C(C)(C)C)c1
1.1,-2,Cc1cccc(-n2nnnc2SCn2nnc3ccccc3c2=O)c1
1,-11,Cc1ccccc1C(=O)NC1CC(C)(C)NC(C)(C)C1
0.98,6,C/C(N)=C(/C#N)C(=O)COc1ncnc2ccccc12
0.96,12,COC(=O)Oc1c(Br)c(=O)oc2ccccc12
1.3,10,CC(=O)Nc1ccc2c(c1)ncn2C1CCCCC1
1.2,-21,CCOC(=O)C1=C(C)Nc2nnnn2C1c1cccc(OC)c1OC (stereo not drawn)
1.1,3,O=C(CSc1nc(O)c(C2CCCCC2)c(=O)[nH]1)NCC1CCCO1 (stereo not drawn)
0.86,7,CC(=O)NC(c1cccc([N+](=O)[O-])c1)c1c(OC(C)=O)ccc2ccccc12 (stereo not drawn)
1.3,3,Cc1ccc(S(=O)(=O)N2CCN(C(=O)CSc3nc4ccccc4c(=O)[nH]3)CC2)cc1
0.85,3,COCCn1c(SCC(=O)Nc2nc3ccccc3s2)nnc1-c1ccoc1C
2.3,39,COc1cccc(CNc2ccc(F)c(Cl)c2)c1O
1.4,-8,CNCCCc1[nH]nc(N)c1C#N

Of the compounds above, these have an aryl thioether with sulfur outside any ring:
NF-kB neuron act,APP 5'UTR act,Compound
·,-12,COc1ccc2nc(SCC(=O)N3CCN(c4ccccc4F)CC3)c(C#N)cc2c1
·,-3,COC(=O)c1ccc(CSc2nc(-c3ccc(OC)cc3)nc3c2c(=O)n(C)c(=O)n3C)o1
·,1,CCc1nnc(NC(=O)CSc2nnc(CSc3nc(C)cc(C)n3)n2CC)s1
·,-4,COC(=O)c1ccc(C(=O)OC)c(NC(=O)CSc2nnc(-c3ccccc3Cl)o2)c1
·,16,Cc1ccc(SCC(=O)Nc2cccnc2)cc1
·,-6,Cc1ccnc(SCCn2c(N3CCC(C)CC3)nc3c2c(=O)n(C)c(=O)n3C)n1
1,9,C=CCn1c(SCC(=O)Nc2sccc2C(N)=O)nc2sc(C)c(C)c2c1=O
1.6,11,Cc1occc1-c1nnc(SCc2nnc(-c3ccc(Cl)cc3)o2)n1C
1,8,Cc1cccc(C)c1NC(=O)CCCSc1nnc(-c2ccco2)o1
1.2,-2,CN1CCc2nc(SCC(=O)Nc3ccc(Cl)cc3)c(C#N)cc2C1
1.1,-28,Nc1nnc(SCC(=O)N2CCN(c3cccc(Cl)c3)CC2)n1-c1ccccc1
1.1,13,Cn1c(CSc2nc3ccccc3s2)nnc1SCC(=O)NCc1cccnc1
1.5,-10,COc1ccccc1OCCSc1nnnn1C1CCCCC1
1.3,-10,CC(C)(C)c1cc(NC(=O)CCSc2nnc3ccccn23)cc(C(C)(C)C)c1
1.1,-2,Cc1cccc(-n2nnnc2SCn2nnc3ccccc3c2=O)c1
1.1,3,O=C(CSc1nc(O)c(C2CCCCC2)c(=O)[nH]1)NCC1CCCO1 (stereo not drawn)
1.3,3,Cc1ccc(S(=O)(=O)N2CCN(C(=O)CSc3nc4ccccc4c(=O)[nH]3)CC2)cc1
0.85,3,COCCn1c(SCC(=O)Nc2nc3ccccc3s2)nnc1-c1ccoc1C
